Source: PubChem BioAssay (The Scripps Research Institute Molecular Screening Center)
CHO parental Ca: ATP-evoked calcium signal inhibitors, parental CHO, primary screen, counter-screen for OX1R antagonist project, cell-based, fluorescence, Fluo-8 calcium dye. parental CHO-K1, ATP-induced calcium, Fluo-8 fluorescence. inhibition, % at 5.6 µM. actives 0.63% (n = 330,000). AID 463079, 2010;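 active = inhibition above that plate's mean sample inhibition plus 3 SD, cut at about 26% in these data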;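 also: 0% = ATP-challenged DMSO wells and 100% = DMSO wells without ATP; some compounds past the cut are filed as inactive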
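material = parental CHO cells | also added = ATP as calcium-mobilizing challenge | dosing = single point at 5.6 µM | detection = intracellular calcium via Fluo-8 no-wash fluorescent dye | read-out = % inhibition | benchmarks = low control ATP plus DMSO, high control DMSO only | repeats = one well per compound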
CHO-K1 Ca ag: counter-screen for M1 agonists: effect in parental CHO-K1 cells; Fluo-8 calcium fluorescence; scaled to maximal ATP response, vehicle zero; activation, % at 3 µM; actives 0.48% (n = 360,000); in the data active = activation above about 15%;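 also: untransfected CHO-K1 host cells lacking M1 receptor as counterscreen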
TAAR1 antagonist: human TAAR1 antagonists, primary screen, Fluo-8 calcium fluorescence, CHO RD-HGA16 cells; Trace amine-associated receptor 1 (Homo sapiens), Q96RJ0; antagonist; inhibition, % at 3 µM; actives 1.5% (n = 360,000);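 active = inhibition above a per-plate cutoff, the mean inhibition of test compounds on that plate plus 3 SD, cut at about 49% in these data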;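 also: 0% = DMSO plus EC80 beta-PEA response and 100% = DMSO alone without agonist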
Target sequence (Q96RJ0 whole entry, looked up): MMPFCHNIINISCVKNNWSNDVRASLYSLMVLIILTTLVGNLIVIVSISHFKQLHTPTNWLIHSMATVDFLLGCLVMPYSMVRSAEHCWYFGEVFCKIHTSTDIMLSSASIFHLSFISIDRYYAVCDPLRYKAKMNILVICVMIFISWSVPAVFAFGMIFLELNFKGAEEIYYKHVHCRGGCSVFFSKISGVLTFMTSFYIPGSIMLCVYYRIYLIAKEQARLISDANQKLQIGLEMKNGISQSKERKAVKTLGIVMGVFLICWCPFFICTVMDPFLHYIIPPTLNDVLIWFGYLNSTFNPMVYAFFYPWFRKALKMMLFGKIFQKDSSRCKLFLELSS
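Test system: RD-HGA16 CHO cells with stable hTAAR1 and Gα16 / Probe or stimulus: EC80 β-phenethylamine stimulus / Times: seeding 17-24 h prior, 75-min 37 °C, 30-min RT dye loading / Detection: Fluo-8 calcium-sensitive fluorescence / Read-out basis: % inhibition scaled between DMSO and EC80 PEA controls / Repeats: singlicate, one well per test compound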
V1aR counter: agonists of human V1a receptor, primary screen, counter-screen for OXTR agonist project, fluorescence, CHO-V1R cells; Fluo-8 calcium fluorescence, agonist mode; 0% DMSO, 100% 3 nM vasopressin; actives 0.25% (n = 320,000); Vasopressin V1a receptor (Homo sapiens), P37288; activation, % at 3 µM;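 active = activation above the mean activation of all tested compounds plus 3 SD, per screening run, cut at about 20% in these data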;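 also: signal is peak over basal fluorescence ratio across a 100 second FLIPR read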
Target sequence (P37288 whole entry, looked up): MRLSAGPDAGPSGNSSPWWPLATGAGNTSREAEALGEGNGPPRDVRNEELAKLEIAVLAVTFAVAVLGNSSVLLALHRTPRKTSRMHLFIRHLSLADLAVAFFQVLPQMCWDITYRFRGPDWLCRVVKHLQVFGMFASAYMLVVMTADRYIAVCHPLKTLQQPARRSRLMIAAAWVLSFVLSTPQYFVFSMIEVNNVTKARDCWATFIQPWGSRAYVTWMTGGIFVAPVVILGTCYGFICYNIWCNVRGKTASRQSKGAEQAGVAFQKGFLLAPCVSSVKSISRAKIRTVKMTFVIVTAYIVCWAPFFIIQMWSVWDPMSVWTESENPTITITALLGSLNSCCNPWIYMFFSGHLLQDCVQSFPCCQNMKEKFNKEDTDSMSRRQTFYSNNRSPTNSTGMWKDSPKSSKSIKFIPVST
CHRM1 agonist: human M1 muscarinic receptor agonists, primary screen, Fluo-8 calcium fluorescence, CHO-K1 cells, HTS | Muscarinic acetylcholine receptor M1 (Homo sapiens), P11229 | CHO-K1 hM1, agonist mode; 0% DMSO, 100% acetylcholine EC100 | activation, % at 3 µM | actives 0.33% (n = 360,000) | AID 588814, 2011;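 active = activation above the run's mean compound activation plus 3 SD, cut at about 16% in these data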;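 also: peak over basal fluorescence ratio within a 140 s kinetic read after compound addition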
TAAR1 agonist: human TAAR1 agonists, primary screen, Fluo-8 calcium fluorescence, CHO RD-HGA16 cells; vehicle wells 0%, saturating PEA agonist 100%; activation, % at 3 µM; actives 0.99% (n = 360,000); AID 624467, 2012;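 active = activation above the mean activation of all test compounds in the run plus 3 SD, cut at about 38% in these data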
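System: CHO RD-HGA16 cells carrying human TAAR1 plus Gα16; Incubation: 17-24 h seeding, 75 min 37 °C dye, 30 min RT; Measured by: Fluo-8 fluorescence, 5 s baseline then 140 s kinetic read; Control set: DMSO and PEA EC100; Replication: single well for each compound.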
OXTR potentiator: human OXTR potentiators, primary screen, fluorescence, CHO-OTR cells, Fluo-8 calcium | Fluo-8 calcium fluorescence, potentiator mode; 0% = oxytocin EC15, 100% = EC100 | activation, % at 3 µM | actives 0.061% (n = 320,000) | AID 2445, 2010;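 active = activation above that plate's cutoff, the mean activation of tested compounds plus 3 SD, cut at about 6.6% in these data, passing the limit was not always enough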;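 also: 100% uses oxytocin at 75 nM as the full agonist control; some results filed as inactive read as strong as hits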
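Replication – single well per compound, singlicate · Assay system – CHO cell line stably expressing human OTR · Timing – 6 min pre-incubation, 100 s read · Measure – normalized max/min fluorescence ratio, % activation · Doses – 3.0 µM, one dose · Detection – Fluo-8 calcium dye fluorescence · Probe or stimulus – oxytocin near EC15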
CHO-K1 Ca PAM: nonselective calcium activators in parental CHO-K1 cells, primary screen, counter-screen for M1 PAM project, cell-based, Fluo-8 calcium fluorescence, full deck, 1536-well; activation, % at 3 µM; ATP EC20; 0% at ATP EC20, 100% at ATP max; AID 602247, 2012; actives 0.02% (n = 360,000);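 active = activation above the run cutoff, the mean activation of all test compounds plus 3 SD, cut at about 40% in these data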;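 also: peak over basal fluorescence ratio in a 140 s read after ATP addition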
CHO-K1 Ca antag: nonselective inhibitor or artifact in parental CHO-K1 cells | ATP-induced calcium, Fluo-8 fluorescence | inhibition, % at 3 µM | actives 0.6% (n = 360,000);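 active = inhibition above a per-plate cutoff, the plate's mean sample inhibition plus 3 SD, cut at about 24% in these data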;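 also: 0% = DMSO plus EC80 ATP and 100% = DMSO alone without ATP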
The depositor's hits bear a star. This is a random part of the collection; any-hit rate near 3.3%.

Results for O=[N+]([O-])c1cc(C(F)(F)F)ccc1Oc1cccnc1[N+](=O)[O-] ?
CHO parental Ca: -7; CHO-K1 Ca ag: 1.0; TAAR1 antagonist: 10; V1aR counter: 0.5; CHRM1 agonist: -8; TAAR1 agonist: -1; OXTR potentiator: -4; CHO-K1 Ca PAM: 16; CHO-K1 Ca antag: -13

Results for Cc1cc(/C=C2\SC(=Nc3ccccc3)NC2=O)c(C)n1-c1ccc(S(N)(=O)=O)cc1 ?
CHO parental Ca: -1; CHO-K1 Ca ag: -0.7; TAAR1 antagonist: 24; V1aR counter: 0.4; CHRM1 agonist: 0; TAAR1 agonist: 3; OXTR potentiator: -22; CHO-K1 Ca PAM: 10; CHO-K1 Ca antag: 13

What do the screens show for `CCC1CCC2(CC1)NC(CO)(CO)CO2` (configuration not stated)?
CHO parental Ca: 1; CHO-K1 Ca ag: 0.7; TAAR1 antagonist: -8; V1aR counter: 0.3; CHRM1 agonist: -1; TAAR1 agonist: -2; OXTR potentiator: 1; CHO-K1 Ca PAM: 19; CHO-K1 Ca antag: -28

What do the screens show for `COc1ccc2cc(C(=O)NCc3ccco3)c(=O)oc2c1`?
CHO parental Ca: 1; CHO-K1 Ca ag: 0.4; TAAR1 antagonist: 6; V1aR counter: 1.2; CHRM1 agonist: -2; TAAR1 agonist: 1; OXTR potentiator: -13; CHO-K1 Ca PAM: 18; CHO-K1 Ca antag: -3

What do the screens show for `Cc1ccc(CNC(=O)Cn2cnc(C(=O)Nc3ccc(C)c(C)c3)n2)o1`?
CHO parental Ca: -16; CHO-K1 Ca ag: 0.8; TAAR1 antagonist: -13; CHRM1 agonist: -3; TAAR1 agonist: 3; CHO-K1 Ca PAM: 33; CHO-K1 Ca antag: -17

Results for O=C(NCCCn1ccnc1)C(Cc1ccc([N+](=O)[O-])cc1)N1C(=O)c2ccccc2C1=O (configuration not stated) ?
CHO parental Ca: -4; CHO-K1 Ca ag: -0.1; TAAR1 antagonist: 9; V1aR counter: 0.2; CHRM1 agonist: -3; TAAR1 agonist: 7; OXTR potentiator: 1; CHO-K1 Ca PAM: 1; CHO-K1 Ca antag: 8

Results for O=C(COC(=O)CNC(=O)c1ccccc1)NC(=O)NC1CCCCC1 ?
CHO parental Ca: -2; CHO-K1 Ca ag: -0.4; TAAR1 antagonist: -1; V1aR counter: -1.0; CHRM1 agonist: 1; TAAR1 agonist: 2; OXTR potentiator: -4; CHO-K1 Ca PAM: 2; CHO-K1 Ca antag: -2

How did CC1CCc2nc(NC(=O)c3ccc(N4C(=O)CCC4=O)cc3)sc2C1 (configuration not stated) do in these assays?
CHO parental Ca: -2; CHO-K1 Ca ag: 1.2; TAAR1 antagonist: -14; V1aR counter: 15; CHRM1 agonist: 2; TAAR1 agonist: 7; OXTR potentiator: -5; CHO-K1 Ca PAM: 5; CHO-K1 Ca antag: 5

Results for COCCNCCCCOc1c(Cl)cc(C)cc1Br ?
CHO parental Ca: -4; CHO-K1 Ca ag: 0.8; TAAR1 antagonist: -10; V1aR counter: 1.1; CHRM1 agonist: -7; TAAR1 agonist: 11; OXTR potentiator: 5; CHO-K1 Ca PAM: 18; CHO-K1 Ca antag: -10

Results for Cc1cnnn1-c1ccc([N+](=O)[O-])cc1 ?
CHO parental Ca: -7; CHO-K1 Ca ag: 2.3; TAAR1 antagonist: -1; V1aR counter: -0.1; CHRM1 agonist: -4; TAAR1 agonist: 7; OXTR potentiator: -12; CHO-K1 Ca PAM: 0; CHO-K1 Ca antag: 8

How did COc1ccc(-c2[nH]ncc2/C=N/NC(=O)c2cc(Br)ccc2O)c(OC)c1 do in these assays?
CHO parental Ca: -16; CHO-K1 Ca ag: 1.4; TAAR1 antagonist: -4; V1aR counter: 1.9; CHRM1 agonist: -4; TAAR1 agonist: 4; OXTR potentiator: -3; CHO-K1 Ca PAM: 8; CHO-K1 Ca antag: -4

Results for Cc1ccc(S(=O)(=O)n2cc(-c3ccccc3)c(N)n2)cc1 ?
CHO parental Ca: -13; CHO-K1 Ca ag: 1.0; TAAR1 antagonist: 2; V1aR counter: 0.1; CHRM1 agonist: -5; TAAR1 agonist: -2; OXTR potentiator: -6; CHO-K1 Ca PAM: 11; CHO-K1 Ca antag: -24

What do the screens show for `CCOC(=O)c1ccc(NC(=O)C2CCN(S(=O)(=O)c3c(C)nn(C)c3C)CC2)cc1`?
CHO parental Ca: -8; CHO-K1 Ca ag: 5.0; TAAR1 antagonist: 3; V1aR counter: 1.2; CHRM1 agonist: -3; TAAR1 agonist: 4; OXTR potentiator: -7; CHO-K1 Ca PAM: 4; CHO-K1 Ca antag: 0

What do the screens show for `CC(C)NC(=O)N(C)C[C@H]1Oc2ccc(NC(=O)c3ccncc3)cc2C(=O)N([C@H](C)CO)C[C@@H]1C`?
CHO parental Ca: 1; CHO-K1 Ca ag: -0.1; TAAR1 antagonist: 5; V1aR counter: 0.3; CHRM1 agonist: 2; TAAR1 agonist: 13; OXTR potentiator: -2; CHO-K1 Ca PAM: -8; CHO-K1 Ca antag: -3

How did Clc1c(OCCCn2ccnc2)ccc2ccccc12 do in these assays?
CHO parental Ca: -5; CHO-K1 Ca ag: 2.2; TAAR1 antagonist: 18; V1aR counter: 7.2; CHRM1 agonist: -7; TAAR1 agonist: 2; OXTR potentiator: -13; CHO-K1 Ca PAM: -27; CHO-K1 Ca antag: 12

What do the screens show for `O=C(N/N=C/c1ccccn1)c1ccc(Br)cc1`?
CHO parental Ca: 8; CHO-K1 Ca ag: 2.6; TAAR1 antagonist: -3; V1aR counter: 0.7; CHRM1 agonist: -5; TAAR1 agonist: 3; OXTR potentiator: -10; CHO-K1 Ca PAM: 30; CHO-K1 Ca antag: -14

What do the screens show for `Cc1onc(-c2c(F)cccc2Cl)c1C(=O)N1CCN(c2ncccn2)CC1`?
CHO parental Ca: -13; CHO-K1 Ca ag: 0.5; TAAR1 antagonist: -1; V1aR counter: 0.5; CHRM1 agonist: -3; TAAR1 agonist: 2; OXTR potentiator: 3; CHO-K1 Ca PAM: 9; CHO-K1 Ca antag: -10

Results for Cc1ccc(-c2csc(N/N=C/C=C/c3ccccc3)n2)cc1 ?
CHO parental Ca: -7; CHO-K1 Ca ag: 0.3; TAAR1 antagonist: -5; V1aR counter: 0.1; CHRM1 agonist: -4; TAAR1 agonist: 1; OXTR potentiator: -7; CHO-K1 Ca PAM: 8; CHO-K1 Ca antag: 5

Results for CCCCC(c1nc2ccccc2[nH]1)N(C(=O)c1ccccc1)c1ccccc1[N+](=O)[O-] (configuration not stated) ?
CHO-K1 Ca ag: -0.3; TAAR1 antagonist: -7; CHRM1 agonist: -4; TAAR1 agonist: -1; CHO-K1 Ca PAM: 1; CHO-K1 Ca antag: -8

How did Cc1nn2c3c(cnc2c1-c1ccccc1)C(=O)CC(c1ccco1)C3 (configuration not stated) do in these assays?
CHO parental Ca: -4; CHO-K1 Ca ag: 0.7; TAAR1 antagonist: -2; V1aR counter: 0.5; CHRM1 agonist: -2; TAAR1 agonist: 10; OXTR potentiator: -1; CHO-K1 Ca PAM: 4; CHO-K1 Ca antag: -2

How did O=C(c1ccco1)N1C(=O)c2cccc3cccc1c23 do in these assays?
CHO parental Ca: -6; CHO-K1 Ca ag: -0.4; TAAR1 antagonist: 4; V1aR counter: -1.2; CHRM1 agonist: -4; TAAR1 agonist: 7; OXTR potentiator: -2; CHO-K1 Ca PAM: 0; CHO-K1 Ca antag: 3

How did Cc1nc2[nH]c(=S)[nH]c2cc1Br do in these assays?
CHO parental Ca: 6; CHO-K1 Ca ag: 0.2; TAAR1 antagonist: -22; V1aR counter: -0.4; CHRM1 agonist: -8; TAAR1 agonist: 10; OXTR potentiator: 0; CHO-K1 Ca PAM: 1; CHO-K1 Ca antag: 4

Results for COc1ccc(/C=C/C(=O)C(C)(C)C)cc1OC ?
CHO-K1 Ca ag: 0.9; TAAR1 antagonist: -6; CHRM1 agonist: -7; TAAR1 agonist: 6; CHO-K1 Ca PAM: 6; CHO-K1 Ca antag: -19

How did COc1cccc2cc(C(=O)NCCc3c[nH]c4ccccc34)c(=O)oc12 do in these assays?
CHO parental Ca: -13; CHO-K1 Ca ag: 5.2; TAAR1 antagonist: 39; V1aR counter: 2.1; CHRM1 agonist: 0; TAAR1 agonist: 12; OXTR potentiator: -17; CHO-K1 Ca PAM: -12; CHO-K1 Ca antag: 5

What do the screens show for `CCOC(=O)c1ccc(N=C2SC(C(=O)NCCc3ccccc3)CC(=O)N2C)cc1` (configuration not stated)?
CHO parental Ca: -9; CHO-K1 Ca ag: 0.8; TAAR1 antagonist: -3; V1aR counter: 0.3; CHRM1 agonist: -5; TAAR1 agonist: 4; OXTR potentiator: -6; CHO-K1 Ca PAM: -12; CHO-K1 Ca antag: -9

What do the screens show for `CC(C)[C@H](NC(=O)c1ccccc1Cl)C(=O)Nc1ccc(S(=O)(=O)Nc2nccs2)cc1`?
CHO parental Ca: -2; CHO-K1 Ca ag: 0.0; TAAR1 antagonist: -23; V1aR counter: 0.9; CHRM1 agonist: -7; TAAR1 agonist: 1; OXTR potentiator: -4; CHO-K1 Ca PAM: 5; CHO-K1 Ca antag: -9

Results for O=C(CNC(=O)C1CC(=O)N(c2cccc3ccccc23)C1)Nc1ccccc1Br (configuration not stated) ?
CHO parental Ca: -21; CHO-K1 Ca ag: 0.3; TAAR1 antagonist: -19; V1aR counter: -0.1; CHRM1 agonist: -3; TAAR1 agonist: 5; OXTR potentiator: -1; CHO-K1 Ca PAM: 6; CHO-K1 Ca antag: -20
